From PubChem BioAssay
KB-3-1 tox: KB-3-1 parental cell cytotoxicity; KB-3-1 viability, CellTiter-Glo ATP luminescence, 72 h; Potency, µM (doses to about 46.1 µM), for inactives: at the top dose activity change, negative = cytotoxic, most hits filed as cytotoxic; hit rate 1.4% among 400,000; also: % is scaled to controls: 0 for no effect and ±100 for the full control effect; nearly all actives have a fitted effect of over 60% in size
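KB-3-1 cells, DMEM (no phenol red) + 10% FBS; compound by pin transfer, 72 h, 37 °C. Readout: CellTiter-Glo luminescence after 10 min. Data normalized, curve-fitted.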
GLP-1R inv ag: GLP-1 receptor (human) inverse agonism. P43220. HEK293 GLP-1R CRE-luciferase, luminescence, 24 h; GLP-1R form is constitutively active. Potency, µM (highest dose often 38.3 µM), for inactives: at the highest dose activity change, negative = inhibition, hits mostly inhibitors. hit rate 1.6% among 410,000. AID 624417; also: % is scaled to controls: 0 for no effect and ±100 for the full control effect; nearly all actives have a fitted effect of over 55% in size
Target sequence (P43220 whole entry, looked up): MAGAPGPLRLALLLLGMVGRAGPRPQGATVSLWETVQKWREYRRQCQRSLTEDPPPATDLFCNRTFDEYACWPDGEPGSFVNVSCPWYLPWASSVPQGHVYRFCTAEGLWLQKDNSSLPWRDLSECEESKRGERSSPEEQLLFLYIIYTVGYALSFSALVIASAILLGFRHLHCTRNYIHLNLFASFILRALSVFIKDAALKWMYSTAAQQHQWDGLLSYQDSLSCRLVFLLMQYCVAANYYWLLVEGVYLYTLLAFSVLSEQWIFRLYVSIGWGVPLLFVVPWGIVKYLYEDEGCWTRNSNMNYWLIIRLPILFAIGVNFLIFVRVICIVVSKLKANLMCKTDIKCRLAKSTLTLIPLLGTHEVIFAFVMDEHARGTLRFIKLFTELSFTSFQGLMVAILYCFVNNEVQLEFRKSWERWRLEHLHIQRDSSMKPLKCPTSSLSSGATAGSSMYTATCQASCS
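HEK293 cells stably co-expressing constitutively active GLP-1R and a cAMP-responsive luciferase reporter were seeded in DMEM with 10% Nu serum, given compounds after 12 h, and incubated 24 h at 37 deg C. Luminescence was then read.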
TDP43 rescue: rescues yeast growth from TDP-43 toxicity; TDP-43 expressing yeast growth rescue, BacTiter-Glo, 24 h; hit rate 1.8% among 410,000; Potency, µM (titrated, usually from 46.1 µM), without a hit: top-dose growth rescue (activation), hits mostly activators; also: % of control where 0% means no effect; nearly all actives have a fitted effect of over 50% in size
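Readout is BacTiter-Glo luminescence of cell growth, so inhibitors register as activators. TDP-43-expressing yeast at OD600=0.02 in galactose medium, after raffinose pregrowth to mid-log, were incubated with compound for 24 hr at 30 deg C.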
SW480 rerep: induces DNA re-replication in SW480 colon adenocarcinoma cells; SW480 DNA re-replication, Hoechst DNA content imaging, 48 h; Potency, µM (series often up to 46.1 µM), for the others: at the highest dose re-replication activation, most hits filed as activators; hit rate 1.8% among 340,000; AID 624297; also: % of control where 0% means no effect; nearly all actives have a fitted effect of over 55% in size
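Quantitative HTS format with DMSO vehicle controls; 48 hr drug incubation at 37 C, then 40 min Hoechst staining and scanning imager measurement at 405 nm excitation.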
HT1080-NT tox: kills 2HG-producing HT-1080-NT fibrosarcoma cells. HT-1080-NT fibrosarcoma viability, CellTiter-Glo ATP luminescence, 48 h. Potency, µM (titrated, usually from 46.1 µM), for inactives: at the highest dose activity, negative = less viability, most hits filed as cytotoxic. hit rate 1.6% among 360,000;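 also: NT is the 2HG producing partner of a matched IDH1 knockdown line; 0% = DMSO-treated cells and -100% = media-only wells without cells; nearly all actives have a fitted effect of over 55% in size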
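Viability of the 2HG-overproducing fibrosarcoma line after 48 hours of compound exposure at 37 degrees C was determined by luminescence with CellTiter-Glo, and concentration-effect curves were then fitted and categorized.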
GLP1R cytotox: cytotoxicity counter-screen for GLP-1 receptor inverse agonists; HEK293 cAMP-luciferase reporter cells, luminescence, 24 h; Potency, µM (highest dose often 38.3 µM), for inactives: top-dose activity change, negative = inhibition, most hits filed as inhibitors; hit rate 0.13% among 410,000;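 also: loss of luciferase light is scored as toxicity; % is scaled to controls: 0 for no effect and ±100 for the full control effect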
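Here, cytotoxicity is scored as loss of luminescence. The MLSMR collection was tested on cells seeded in medium containing 10% Nu serum, with a 24 hr compound exposure preceded by 12 hours of culture.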
HT1080 IDH1KD tx: toxicity to HT-1080 IDH1 knockdown cells (counter line) | hit rate 2% among 360,000 | Potency, µM (highest dose often 46.1 µM), inactives show top-dose activity, negative = toxicity, actives largely listed as cytotoxic | HT-1080 IDH1 knockdown viability, ATP luminescence, 48 h;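 also: 0% = DMSO wells and -100% = cell-free medium wells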
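Luminescent ATP read-out (CellTiter-Glo, 10 min at room temperature) after 48 h compound exposure at 37 °C gave viability of IDH1-knockdown HT-1080 cells. Activity was normalised to DMSO and cell-free wells, then fitted as concentration-response curves.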
KB-V1 cytotox: KB-V1 MDR subline cytotoxicity | hit rate 3.4% among 400,000 | Potency, µM (highest dose often 46.1 µM), without a hit: at the top dose activity change, negative = cytotoxicity, usual class: cytotoxic | KB-V1 MDR cells viability, CellTiter-Glo, 72 h | AID 1347076; also: % is scaled to controls: 0 for no effect and ±100 for the full control effect; nearly all actives have a fitted effect of over 60% in size
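Potencies derive from concentration-effect curves fitted to normalized luminescence (CellTiter-Glo) of KB-V1 cells treated for 72 h at 37 degrees C in phenol-red-free DMEM containing 10% FBS.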
GLP-1R agonist: GLP-1 receptor (human) agonism; Potency, µM (doses to about 45.6 µM), for the others: at the top dose activation, most hits filed as activators; HEK293 GLP-1R CRE-luciferase, luminescence, 4-6 h; cells express a hypersensitive GLP-1R form; hit rate 0.007% among 380,000; P43220; also: % of control where 0% means no effect
Active calls of the source: *; [ ] = dose if it differs, or a comment. Calls follow the shape of the dose curve; as a rule, active = well fitted curve in the direction sought with a large enough effect; inconclusive = small, poorly fitted or top-dose-only effect, or another doubt; inactive = no such curve, though single readings can be large; an effect the other way counts as inactive or inconclusive. Potency is read from the fitted curve at half-maximal effect. An excerpt; count on the stated rates, not on these rows.

Results for Cn1c2ccccc2c2c(C(=O)N3CCC4(CC3)OCCO4)cn(C3CCCC3)c(=O)c21 ?
KB-3-1 tox: 13%; GLP-1R inv ag: inconclusive; TDP43 rescue: 10%; SW480 rerep: 1%; HT1080-NT tox: -14%; GLP1R cytotox: inconclusive; HT1080 IDH1KD tx: -3%; KB-V1 cytotox: -1%; GLP-1R agonist: 2%

What do the screens show for `CSCCC(c1nnnn1C(C)(C)C)N1CCC2(CC1)C(=O)NCN2c1ccccc1` (stereo unspecified)?
KB-3-1 tox: -6%; GLP-1R inv ag: -19%; TDP43 rescue: 0%; HT1080-NT tox: -22%; GLP1R cytotox: -14%; HT1080 IDH1KD tx: 2%; KB-V1 cytotox: -11%; GLP-1R agonist: 9%

Results for Cc1cccc(Nc2nc(NCc3ccco3)c3ccccc3n2)c1 ?
KB-3-1 tox: inconclusive; GLP-1R inv ag: 2.2µM*; TDP43 rescue: -3%; SW480 rerep: inconclusive; HT1080-NT tox: inconclusive; GLP1R cytotox: inconclusive; HT1080 IDH1KD tx: 18µM*; KB-V1 cytotox: 15µM*; GLP-1R agonist: -12%

How did CCC(=NCCCn1ccnc1)c1c(O)n(-c2ccc(OC)cc2)c(=O)[nH]c1=O do in these assays?
KB-3-1 tox: 0%; GLP-1R inv ag: 8%; TDP43 rescue: 4%; SW480 rerep: -27%; HT1080-NT tox: 4%; GLP1R cytotox: -6%; HT1080 IDH1KD tx: 14%; KB-V1 cytotox: 10%; GLP-1R agonist: 7%

What do the screens show for `CC12CN3CC(C)(CN(C1)C31CCOCC1)C2=O`?
KB-3-1 tox: -2%; GLP-1R inv ag: 15%; TDP43 rescue: 5%; SW480 rerep: -2%; HT1080-NT tox: 22%; GLP1R cytotox: 9%; HT1080 IDH1KD tx: 19%; KB-V1 cytotox: inconclusive; GLP-1R agonist: 3%

Results for c1ccc(-c2nn(-c3ccccc3)[n+](-c3ccccc3)n2)cc1 ?
KB-3-1 tox: 7.3µM*; GLP-1R inv ag: -36%; TDP43 rescue: 22%; SW480 rerep: 9%; HT1080-NT tox: -16%; GLP1R cytotox: -29%; HT1080 IDH1KD tx: inconclusive; KB-V1 cytotox: 3%; GLP-1R agonist: -3%

Results for COc1ccc(CN2CCN(Cc3ccccc3OC)CC2)cc1 ?
KB-3-1 tox: 2%; GLP-1R inv ag: -16%; TDP43 rescue: 7%; SW480 rerep: -23%; HT1080-NT tox: 0%; GLP1R cytotox: -20%; HT1080 IDH1KD tx: -8%; KB-V1 cytotox: 20%; GLP-1R agonist: 2%

What do the screens show for `O=C(Cc1cccc2ccccc12)N/N=C/c1ccc2cccc(O)c2n1`?
KB-3-1 tox: -28%; GLP-1R inv ag: -10%; TDP43 rescue: 0%; SW480 rerep: 11%; HT1080-NT tox: inconclusive; GLP1R cytotox: inconclusive; HT1080 IDH1KD tx: 23µM*; KB-V1 cytotox: inconclusive; GLP-1R agonist: 8%

How did O=C(O)CCC(=O)NCCC1=c2ccccc2=N/C1=C\c1c(O)n(Cc2ccc(F)cc2)c(=S)[nH]c1=O do in these assays?
KB-3-1 tox: 0%; GLP-1R inv ag: inconclusive; TDP43 rescue: -2%; SW480 rerep: -1%; HT1080-NT tox: -3%; GLP1R cytotox: 21%; HT1080 IDH1KD tx: 0%; KB-V1 cytotox: 3%; GLP-1R agonist: -1%

What do the screens show for `COc1ccc(OC(=O)Nc2ccc([N+](=O)[O-])cc2OC)cc1`?
KB-3-1 tox: 4%; GLP-1R inv ag: -5%; TDP43 rescue: 11%; SW480 rerep: -6%; HT1080-NT tox: inconclusive; GLP1R cytotox: -21%; HT1080 IDH1KD tx: inconclusive; KB-V1 cytotox: 6%; GLP-1R agonist: 17%

What do the screens show for `CCCCCCCCN1C(=O)[C@H](CC(=O)NCCCC)C[C@@]2(C(=O)OCC)CCCC=C12`?
KB-3-1 tox: inconclusive; GLP-1R inv ag: inconclusive; TDP43 rescue: -44%[inhibitor]; HT1080-NT tox: inconclusive; GLP1R cytotox: 7%; HT1080 IDH1KD tx: inconclusive; KB-V1 cytotox: 21µM*; GLP-1R agonist: -3%

Results for CCCOc1ccc(CC2CCC(=O)NC2=O)cc1 (stereo unspecified) ?
KB-3-1 tox: -3%; GLP-1R inv ag: 2%; TDP43 rescue: inconclusive; SW480 rerep: -2%; HT1080-NT tox: 9%; GLP1R cytotox: 1%; HT1080 IDH1KD tx: 5%; KB-V1 cytotox: 1%; GLP-1R agonist: 0%

What do the screens show for `COc1ccc(OCC(=O)N2CCN(C/C=C/c3ccccc3)CC2)cc1`?
KB-3-1 tox: 0%; GLP-1R inv ag: inconclusive; TDP43 rescue: 0%; SW480 rerep: -4%; HT1080-NT tox: 2%; GLP1R cytotox: -2%; HT1080 IDH1KD tx: 0%; KB-V1 cytotox: -20%; GLP-1R agonist: -3%

How did C=CCOc1ccc(CC2C(=O)N(C)C(=O)N(C)C2=O)cc1 do in these assays?
KB-3-1 tox: 4%; GLP-1R inv ag: inconclusive; TDP43 rescue: 15%; SW480 rerep: -7%; HT1080-NT tox: 13%; GLP1R cytotox: -18%; HT1080 IDH1KD tx: 8%; KB-V1 cytotox: 4%; GLP-1R agonist: -13%

How did CC1=C(C)CC2(C(=O)NC(=S)NC2=O)C(C)C1 (stereo unspecified) do in these assays?
KB-3-1 tox: 3%; GLP-1R inv ag: 9%; TDP43 rescue: 7%; SW480 rerep: -4%; HT1080-NT tox: 11%; GLP1R cytotox: -6%; HT1080 IDH1KD tx: 14%; KB-V1 cytotox: 1%; GLP-1R agonist: 0%

What do the screens show for `CCOc1cccc(CNCCc2c(C)[nH]c3ccc(OC(F)(F)F)cc23)c1O`?
KB-3-1 tox: -1%; GLP-1R inv ag: 5µM*; TDP43 rescue: -18%; SW480 rerep: inconclusive; HT1080-NT tox: inconclusive; GLP1R cytotox: inconclusive; HT1080 IDH1KD tx: 18µM*; KB-V1 cytotox: 23µM*; GLP-1R agonist: -6%

What do the screens show for `CC(C)CN1CCN(Cc2ccccc2C(F)(F)F)CC1CCO` (stereo unspecified)?
KB-3-1 tox: -1%; GLP-1R inv ag: inconclusive; TDP43 rescue: 4%; SW480 rerep: 3%; HT1080-NT tox: -9%; GLP1R cytotox: -4%; HT1080 IDH1KD tx: -4%; KB-V1 cytotox: -11%; GLP-1R agonist: 3%

How did COC(=O)C1=C(c2ccc(F)cc2F)C[C@@H]2CC[C@H]1N2C(=O)N1CCOCC1 do in these assays?
KB-3-1 tox: 0%; GLP-1R inv ag: 18%; TDP43 rescue: 4%; SW480 rerep: -28%; HT1080-NT tox: -4%; GLP1R cytotox: 2%; HT1080 IDH1KD tx: 0%; KB-V1 cytotox: 3%; GLP-1R agonist: 7%

How did CCOC(=O)c1ccc2[nH]c(-c3ccc(S(=O)(=O)F)cc3)cc(=O)c2c1 do in these assays?
KB-3-1 tox: -5%; GLP-1R inv ag: 15%; TDP43 rescue: 8%; SW480 rerep: 0%; HT1080-NT tox: 4%; GLP1R cytotox: 7%; HT1080 IDH1KD tx: 6%; KB-V1 cytotox: -2%; GLP-1R agonist: -2%

Results for COc1ccccc1N(CC(=O)NC1CCCCC1)C(=O)c1cnn(C(C)C)c1 ?
KB-3-1 tox: -1%; GLP-1R inv ag: -4%; TDP43 rescue: 7%; SW480 rerep: -8%; HT1080-NT tox: 2%; GLP1R cytotox: 4%; HT1080 IDH1KD tx: 2%; KB-V1 cytotox: -29%; GLP-1R agonist: 12%

Results for O=c1[nH]c(=O)n(-c2ccc(F)cc2)c(O)c1/C=C1\C=Nc2ccccc21 ?
KB-3-1 tox: 3%; GLP-1R inv ag: -1%; TDP43 rescue: -15%; SW480 rerep: 6%; HT1080-NT tox: -4%; GLP1R cytotox: 3%; HT1080 IDH1KD tx: -3%; KB-V1 cytotox: -18%; GLP-1R agonist: 0%

How did Cc1ccc(NC(=O)CCNC(=O)N2C[C@H]3C[C@@H](C2)c2cccc(=O)n2C3)c(C)c1 do in these assays?
KB-3-1 tox: 0%; GLP-1R inv ag: -3%; TDP43 rescue: 8%; SW480 rerep: -17%; HT1080-NT tox: 9%; GLP1R cytotox: 0%; HT1080 IDH1KD tx: 10%; KB-V1 cytotox: 0%; GLP-1R agonist: -4%

Results for O=c1oc2ccccc2n1CSC1=NCCS1 ?
KB-3-1 tox: inconclusive; GLP-1R inv ag: inconclusive; TDP43 rescue: inconclusive; SW480 rerep: inconclusive; HT1080-NT tox: inconclusive; GLP1R cytotox: inconclusive; HT1080 IDH1KD tx: inconclusive; KB-V1 cytotox: inconclusive; GLP-1R agonist: 2%

Three entries already listed, arranged by molecular weight, largest number first.
Results for Cn1c2ccccc2c2c(C(=O)N3CCC4(CC3)OCCO4)cn(C3CCCC3)c(=O)c21 ?
KB-3-1 tox: 13%; GLP-1R inv ag: inconclusive; TDP43 rescue: 10%; SW480 rerep: 1%; HT1080-NT tox: -14%; GLP1R cytotox: inconclusive; HT1080 IDH1KD tx: -3%; KB-V1 cytotox: -1%; GLP-1R agonist: 2%

Results for O=c1[nH]c(=O)n(-c2ccc(F)cc2)c(O)c1/C=C1\C=Nc2ccccc21 ?
KB-3-1 tox: 3%; GLP-1R inv ag: -1%; TDP43 rescue: -15%; SW480 rerep: 6%; HT1080-NT tox: -4%; GLP1R cytotox: 3%; HT1080 IDH1KD tx: -3%; KB-V1 cytotox: -18%; GLP-1R agonist: 0%

How did CC1=C(C)CC2(C(=O)NC(=S)NC2=O)C(C)C1 (stereo unspecified) do in these assays?
KB-3-1 tox: 3%; GLP-1R inv ag: 9%; TDP43 rescue: 7%; SW480 rerep: -4%; HT1080-NT tox: 11%; GLP1R cytotox: -6%; HT1080 IDH1KD tx: 14%; KB-V1 cytotox: 1%; GLP-1R agonist: 0%
